# PLAP activator = activators of human placental alkaline phosphatase; 96,000 tested, 1.2% active; purified PLAP enzyme, luminescent substrate read-out; stronger effect = higher value; activation fold at 20 µM; P05187; in the data active = activation fold above about 2
# Target sequence (P05187 whole entry, looked up): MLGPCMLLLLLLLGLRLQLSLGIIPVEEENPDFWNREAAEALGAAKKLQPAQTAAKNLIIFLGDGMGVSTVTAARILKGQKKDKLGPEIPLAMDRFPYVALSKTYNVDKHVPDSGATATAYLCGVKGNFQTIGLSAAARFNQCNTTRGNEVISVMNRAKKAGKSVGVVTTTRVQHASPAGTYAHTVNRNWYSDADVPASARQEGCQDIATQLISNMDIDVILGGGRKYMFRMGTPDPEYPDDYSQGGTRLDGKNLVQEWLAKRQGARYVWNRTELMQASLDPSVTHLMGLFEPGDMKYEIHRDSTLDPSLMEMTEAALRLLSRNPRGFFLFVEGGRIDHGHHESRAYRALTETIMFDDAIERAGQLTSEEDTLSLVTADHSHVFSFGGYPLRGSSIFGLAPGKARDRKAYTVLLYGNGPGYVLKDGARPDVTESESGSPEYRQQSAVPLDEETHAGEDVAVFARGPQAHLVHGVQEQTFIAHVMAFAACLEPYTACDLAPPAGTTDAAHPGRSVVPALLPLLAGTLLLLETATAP
# FAK blocker = blocks human focal adhesion kinase activity; Q05397; biochemical FAK kinase activity assay; inhibition, %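 (tested at 7 µM)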; 97,000 tested, 0.84% active; AID 727; in the data active = inhibition above about 19%;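 also: 0% = DMSO and 100% = reference compound high control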
# S1P2 antag = S1P2 (human) receptor antagonism; cell-based S1P2 antagonist assay, inhibition at 5 uM; inhibition, % at 5 µM; 97,000 tested, 0.21% active; AID 736; in the data active = inhibition above about 45%;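 also: CRE beta-lactamase reporter cells expressing human S1P2 stimulated with S1P; 0% = agonist at EC80 alone and 100% = agonist plus reference antagonist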
# Target sequence (O95136 whole entry, looked up): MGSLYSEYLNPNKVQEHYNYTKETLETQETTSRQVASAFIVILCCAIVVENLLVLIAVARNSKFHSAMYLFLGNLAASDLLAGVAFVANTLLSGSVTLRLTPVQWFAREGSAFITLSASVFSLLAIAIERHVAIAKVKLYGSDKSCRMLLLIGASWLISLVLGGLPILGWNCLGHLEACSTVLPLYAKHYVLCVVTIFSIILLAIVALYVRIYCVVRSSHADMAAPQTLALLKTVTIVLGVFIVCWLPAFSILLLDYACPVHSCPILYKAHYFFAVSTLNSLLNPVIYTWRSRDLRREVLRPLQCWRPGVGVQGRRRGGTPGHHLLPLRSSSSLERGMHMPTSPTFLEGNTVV
# PLK1 inh = inhibitors of human PLK1 kinase | recombinant PLK1 kinase, TR-FRET peptide phosphorylation | inhibition, % at 10 µM | 97,000 tested, 0.53% active | AID 619;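 active = inhibition of 50% or more in the single-concentration screen; inactive = inhibition below 50%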;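 also: 0% = DMSO max control and 100% = H-89 dihydrochloride min control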
# Rev-RRE block = HIV Rev-RRE protein-RNA interaction inhibition. P05866. Rev peptide-RRE RNA binding, FRET. inhibition, % at 8 µM. 97,000 tested, 0.79% active;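 active = inhibition above the screen-wide mean plus 3 SD, cut at about 35% in these data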;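 also: 0% = median DMSO wells and 100% = median Neomycin B control wells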
# Target sequence (P05866 whole entry, looked up): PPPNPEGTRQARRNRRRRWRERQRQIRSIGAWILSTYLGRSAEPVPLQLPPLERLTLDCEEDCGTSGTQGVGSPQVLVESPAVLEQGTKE
#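 Assay system: labelled RRE RNA duplex and labelled Rev peptide / Medium: HEPES pH 7.5 salt buffer with EDTA / Reagent: labelled Rev peptide / Schedule: 5 + 15 min at 25 °C / Signal: FRET, excitation 480 nm, emission 540 nm donor and 671 nm acceptor / Benchmarks: DMSO and neomycin B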
# MT1-MMP txn act = MT1-MMP promoter transcription activation; 86,000 tested, 0.16% active; activation factor at 10 µM; AID 750; HT1080 MT1-MMP promoter luciferase reporter, luminescence, overnight; stronger effect = higher value;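 active = activation factor of at least 2 for MT1-MMP transcription at 10 µM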
# EphB4 ephrin blk = EphB4-ephrin-B2 interaction antagonism. 97,000 tested, 0.15% active. inhibition, % at 7 µM. P54760. EphB4 LBD / TNYL-RAW-Alexa532 peptide, fluorescence polarization. AID 720;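 active = inhibition above the screen-wide mean inhibition plus 3 SD, cut at about 15% in these data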;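 also: 0% = DMSO wells and 100% = excess unlabeled TNYL-RAW peptide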
# PLK1 PBD inh = Plk1 (human) PBD binding inhibition; inhibition, %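 (tested at about 20 µM)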; Plk1 PBD phosphopeptide binding, fluorescence polarization; 97,000 tested, 0.13% active; P53350; AID 693; in the data active = inhibition above about 34%, passing the limit was not always enough
# S1P2 ag = activates the human S1P2 receptor; activation, % at 4.5 µM; O95136; 97,000 tested, 0.46% active; AID 729; S1P2-expressing cell line, agonist reporter read-out; in the data active = activation above about 16%;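 also: 0% = vehicle low control and 100% = maximal reference agonist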
# * hit, by the source's call; x = no result given. No enrichment for hits. About 3.9% of those tested had a hit in this group.
# Order of values: PLAP activator | FAK blocker | S1P2 antag | PLK1 inh | Rev-RRE block | MT1-MMP txn act | EphB4 ephrin blk | PLK1 PBD inh | S1P2 ag
Cc1ccc(CSc2nc3ccccc3cc2C=O)cc1
→ 1 | 2 | 12 | -6 | 12 | x | 2 | -25 | -3
COc1ccc(C(c2nnnn2CC2CCCO2)N2CCN(c3ccc(F)cc3)CC2)cc1 (stereo unspecified)
→ 1.9 | 6 | 9 | -5 | 14 | 1.1 | 8 | 4 | -6
C/C(=N\O)c1ccc2c3ccccc3n(C)c2c1
→ 0.9 | 1 | -4 | 12 | 6 | 1.5 | -9 | -19 | -7
O=S(=O)(Nc1cccnc1)c1ccc(C2CCCCC2)cc1
→ 0.9 | 1 | -24 | -15 | 8 | 1 | 2 | 19 | -6
COc1cccc(-c2cc(C(=O)Nc3ccccc3SC)no2)c1
→ 0.9 | 0 | -16 | -4 | 3 | 1.4 | -3 | 9 | -3
O=C1N2CN(C(c3ccccc3)c3ccccc3)CN=C2SC1(CO)CO
→ 0.9 | 1 | 13 | -7 | 0 | 1 | 2 | 26 | -11
Cc1ccc(CNC(=O)C2CCC(=O)N2C2CCCCC2)cc1 (stereo unspecified)
→ 1 | -3 | 2 | -7 | 4 | 1 | -2 | -2 | -3
CCC(=O)Nc1nonc1-c1nc2ccccc2n1N(C(=O)CC)C(=O)CC
→ 1.3 | 2 | 0 | -1 | 13 | 1.2 | 5 | 1 | -7
COc1ccc(NC(=O)c2ccc(COc3ccccc3Br)o2)cc1OC
→ 1 | 0 | -17 | -11 | 4 | 1.1 | -10 | 0 | -2
CN(Cc1nc(-c2cccnc2)no1)S(=O)(=O)c1ccc2ccccc2c1
→ 1.5 | -3 | 1 | -8 | 8 | 1 | 0 | 11 | -9
Cc1ccc(S(=O)(=O)N2CCC(C(=O)Nc3nnc(-c4ccco4)s3)CC2)cc1
→ 1.2 | 4 | 32 | -4 | 16 | 1.1 | 8 | -7 | -3
COc1ccc(OC)c2c(C)cc(N3CCN(C(=O)c4ccc(F)cc4)CC3)nc12
→ 1.6 | 1 | -16 | -6 | -2 | 1.2 | -1 | -4 | -3
CCOc1ccc(NC(=O)C2CCCN(C(=O)Nc3ccccc3)C2)cc1 (stereo unspecified)
→ x | 1 | -12 | -3 | -2 | 1.2 | 6 | 3 | -3
CCCS(=O)(=O)NCc1cn2cccc(C)c2n1
→ x | -1 | -22 | -12 | 5 | 1.3 | -1 | 6 | -4
COc1ccc(C(=O)NCC(=O)n2nc(C)cc2C)cc1OC
→ 1 | 3 | -20 | -9 | 2 | 1.1 | 2 | -19 | -3

# Reprinted at random: 4 entries already listed, in no set order.
# Order of values: PLAP activator | FAK blocker | S1P2 antag | PLK1 inh | Rev-RRE block | MT1-MMP txn act | EphB4 ephrin blk | PLK1 PBD inh | S1P2 ag
Cc1ccc(CSc2nc3ccccc3cc2C=O)cc1
→ 1 | 2 | 12 | -6 | 12 | x | 2 | -25 | -3
COc1ccc(OC)c2c(C)cc(N3CCN(C(=O)c4ccc(F)cc4)CC3)nc12
→ 1.6 | 1 | -16 | -6 | -2 | 1.2 | -1 | -4 | -3
COc1cccc(-c2cc(C(=O)Nc3ccccc3SC)no2)c1
→ 0.9 | 0 | -16 | -4 | 3 | 1.4 | -3 | 9 | -3
C/C(=N\O)c1ccc2c3ccccc3n(C)c2c1
→ 0.9 | 1 | -4 | 12 | 6 | 1.5 | -9 | -19 | -7

# Next part
# Order of values: PLAP activator | FAK blocker | S1P2 antag | PLK1 inh | Rev-RRE block | MT1-MMP txn act | EphB4 ephrin blk | PLK1 PBD inh | S1P2 ag
CNC(=O)CSCc1c(F)cccc1Cl
→ x | 1 | 1 | -9 | 7 | 1.1 | -4 | -7 | -1
CC(C)C[C@H](NC(=O)OC(C)(C)C)c1nnc(SCC(=O)Nc2ccc(Br)cc2)o1
→ 1.4 | 2 | 12 | -15 | 11 | 1.2 | 4 | -27 | -4
O=C(Nc1ccccc1)c1ccc(NC2CCCCC2)c(S(=O)(=O)N2CCOCC2)c1
→ 2.1* | -1 | 1 | -10 | 1 | 1.1 | 0 | -17 | -2
Cc1ccc(C(c2sc3nc(C)nn3c2O)N2CCN(c3ccccc3)CC2)cc1 (stereo unspecified)
→ 1.1 | 3 | 24 | -2 | 2 | 1 | 0 | 9 | -1
COc1ccc(-n2c(SC3CCOC3=O)nc3ccccc3c2=O)cc1OC (stereo unspecified)
→ 1.5 | 1 | -17 | -7 | 1 | 1 | -6 | 10 | -2
O=C(CSc1nc2ccccc2s1)NC1CCS(=O)(=O)C1 (stereo unspecified)
→ 0.9 | -2 | -6 | -11 | 5 | x | 1 | -25 | -4
C=CCn1c(COc2ccc(Cl)cc2)nnc1SCC(=O)N/N=C/c1ccccc1
→ 0.9 | -3 | 8 | -14 | 6 | x | 5 | -12 | -7
Cc1ccccc1C(=O)N1CCC(C(=O)Nc2ccc3c(c2)OCCO3)CC1
→ 1.1 | 0 | 1 | -2 | -4 | 1 | -1 | 21 | 0
O=C(CCSc1ccc(Cl)cc1)N1CCN(c2ncccn2)CC1
→ 1.4 | -2 | 16 | -13 | 4 | 1.7 | 1 | -19 | 2
CCOC(=O)c1c(C)c(C(=O)Nc2ccccc2)c(C)n1CC
→ 0.9 | -6 | 4 | -9 | 0 | 1.2 | 8 | -15 | -6
Cc1ccc(Cn2ccc(-c3cnc(-c4ccccc4)s3)n2)cc1
→ 0.8 | -1 | 2 | -5 | 16 | 1.6 | 3 | -8 | -2
COc1cccc(C(=O)Nc2ccc(-c3nc4ccccc4o3)c(O)c2)c1
→ 1.5 | -8 | -11 | -32 | 13 | 1.6 | -1 | -14 | -3
CCCCOCC1CN(c2ccccc2)C(=O)CS1 (stereo unspecified)
→ 1.2 | 8 | -21 | -16 | -4 | 1.1 | 2 | 30 | -3
O=C1CC(NNC(=O)c2ccccc2)C(=O)N1 (stereo unspecified)
→ 0.9 | -3 | -3 | -2 | 4 | 1.3 | -2 | 9 | -9
C/C(O)=C(\C#N)c1nnc2n1CCCCC2
→ 1.1 | 3 | 10 | -3 | 10 | 1 | -1 | -42 | -7
COc1ccc(CNC(=O)/C=C/c2cc3c(cc2Br)OCO3)cc1
→ 1 | 2 | 9 | -7 | -1 | x | -5 | -9 | -2
Cc1[nH]c(=O)[nH]c(=O)c1/C=N/NC(=O)[C@@H](NC(=O)OC(C)(C)C)C(C)C
→ 1.6 | -3 | -5 | -7 | 9 | x | 0 | -26 | -3
Cc1cccc(COc2ccc(/C(O)=C3\C(=O)C(=O)N(CCN(C)C)C3c3ccncc3)cc2)c1 (stereo unspecified)
→ 1.3 | 0 | 18 | -13 | 0 | 1.1 | -4 | -15 | -3
Cc1ccc(C)c(NC(=S)N2CCN(c3cccc(C(F)(F)F)c3)CC2)c1
→ 1 | 3 | -5 | -15 | -4 | x | 1 | 16 | -8
NS(=O)(=O)c1cccn1-c1ncc(C(F)(F)F)cc1Cl
→ 1.1 | 0 | -18 | -10 | 5 | 1.2 | -4 | 20 | -1
CC(C)Cn1c(N)c(S(=O)(=O)c2cccs2)c2nc3ccccc3nc21
→ 1.1 | 5 | -7 | -6 | 12 | 1.2 | 5 | -22 | -5
Cc1cccc(-c2noc(CN(C(=O)CCc3ccccc3)C(C)C)n2)c1
→ 1.3 | 6 | -4 | -8 | 4 | 1.4 | 2 | 6 | -6
COCCCn1c(SCC(=O)NC(C)(C)C)nnc1-c1ccccc1
→ 1.2 | -8 | -16 | -12 | -4 | 1.2 | -7 | -9 | -4
OCCN(Cc1ccccc1)Cc1ccc(F)c(F)c1
→ 0.9 | -5 | 7 | -4 | 0 | 1.1 | -1 | 11 | -8
NC(=O)c1ccccc1NS(=O)(=O)c1ccccc1
→ 0.9 | 0 | -7 | -32 | 5 | 1.2 | -2 | -2 | 0
CC(SCc1cn2cc(Cl)ccc2n1)C(=O)O (stereo unspecified)
→ 1 | -2 | 17 | -11 | 3 | 1.1 | 3 | -16 | -3
Cc1ccc(C2NC(=O)Cc3ccccc32)cc1 (stereo unspecified)
→ 1.3 | -1 | -14 | 2 | 7 | 1 | 1 | 18 | -3
COc1ccc(N(CC(=O)N2CCc3ccccc32)S(=O)(=O)c2c(C)noc2C)cc1
→ 0.9 | -4 | 18 | -4 | 10 | 1.2 | -7 | 14 | 2
COc1cc(C=O)ccc1OCCCOc1ccccc1C(=O)O
→ 1.1 | 7 | -18 | -4 | 4 | x | -5 | -18 | -5
Cc1noc(C)c1S(=O)(=O)N(CC(=O)Nc1ccc2c(c1)OCCO2)c1ccc(C(C)C)cc1
→ 1.5 | 2 | -16 | -5 | 2 | 1.2 | 2 | -26 | -4

# The last 4 records of the part above lead into the next:
# Order of values: PLAP activator | FAK blocker | S1P2 antag | PLK1 inh | Rev-RRE block | MT1-MMP txn act | EphB4 ephrin blk | PLK1 PBD inh | S1P2 ag
Cc1ccc(C2NC(=O)Cc3ccccc32)cc1 (stereo unspecified)
→ 1.3 | -1 | -14 | 2 | 7 | 1 | 1 | 18 | -3
COc1ccc(N(CC(=O)N2CCc3ccccc32)S(=O)(=O)c2c(C)noc2C)cc1
→ 0.9 | -4 | 18 | -4 | 10 | 1.2 | -7 | 14 | 2
COc1cc(C=O)ccc1OCCCOc1ccccc1C(=O)O
→ 1.1 | 7 | -18 | -4 | 4 | x | -5 | -18 | -5
Cc1noc(C)c1S(=O)(=O)N(CC(=O)Nc1ccc2c(c1)OCCO2)c1ccc(C(C)C)cc1
→ 1.5 | 2 | -16 | -5 | 2 | 1.2 | 2 | -26 | -4
O=C(Nc1ccncc1)c1ccc(F)cc1
→ 0.9 | -1 | -15 | 20 | 7 | x | -2 | -4 | -4
O=C(NCCSCc1ccco1)Nc1ccc(Cl)cc1
→ 1 | 0 | -5 | -11 | 0 | 1.5 | 7 | 3 | -5
O=C(N/N=C/c1cccnc1)c1cc2c(ccc3ccccc32)o1
→ 1.3 | 16 | 10 | -2 | 2 | x | -2 | -10 | -5
O=C(NCc1ccco1)c1cccc(NC(=O)c2ccccc2)c1
→ 0.8 | 0 | 16 | -9 | -1 | x | -8 | 32 | -7
CCOC(=O)Cc1csc(NC(=O)CCCN2C(=O)c3ccccc3C2=O)n1
→ 0.9 | 1 | 4 | -13 | 0 | 1.1 | -2 | -22 | -6
COc1ccc(/C=N/NC(=O)CCc2ccccc2)cc1O
→ 1.1 | -3 | -4 | -9 | 1 | x | 0 | -19 | -2
CCn1c(=S)[nH]c2nc3c(cc2c1=O)CCCC3
→ 1 | -4 | 0 | -6 | 13 | 1.2 | -4 | -22 | -5
Cc1ccccc1CN1CCN(CC(=O)NCc2ccc3c(c2)OCO3)C1=O
→ 1.1 | -4 | 18 | -9 | 0 | 1 | -1 | 16 | -6
Cn1c(NCc2c[nH]c3ccccc23)nc2ccccc21
→ 0.7 | 2 | 4 | -3 | 1 | 1.5 | -4 | -1 | -6
CCOC(=O)c1[nH]c2ccc(OC)cc2c1NC(=O)CCN1CCC(C)CC1
→ 1.4 | -1 | -39 | -38 | -3 | 1.1 | -4 | 2 | -1
